KDM5B inhibitor = Primary screen for KDM5B Histone Demethylases FDH-coupled qHTS | Lysine-specific demethylase 5B (Homo sapiens), Q9UGL1 | KDM5B demethylase, FDH-coupled NADH fluorescence (FDH is formaldehyde dehydrogenase) | Potency, µM (series often up to 57.7 µM), without a hit: top-dose activity change, negative = inhibition, actives largely listed as inhibitors | 220,000 compounds, 2.6% hits; active means well fitted inhibition curve with a large enough effect; inconclusive means small, poorly fitted or top-dose-only effect; inactive means no such curve, though single readings can be large or run the other way; further: 0% is about no effect; nearly all actives have a fitted effect of over 70% in size
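Here, H3K4me3 peptide (12.5 µM in substrate mix) is demethylated by KDM5BΔAP, 200 nM final, after 10 min compound exposure. Formaldehyde product is coupled through FDH (0.25 U/mL in mix) to NADH fluorescence; 30-min ΔRFU feeds dose-response curves.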
Active calls of the source: *; ? = inconclusive; & = joins results of further samples; [ ] = remark or other dose. Potency means the concentration at half of the fitted maximal effect. This is a subset; the hit share may differ from the screen's.

SMILES	KDM5B inhibitor
CCCCn1c(=O)[nH]c(=O)c2c(C(=O)OCC)cc(-c3ccccn3)nc21	-4.6%
CC(=O)c1ccc(S(=O)(=O)N2CCN(C(=O)CN3CCC(C)CC3)CC2)cc1	-9.4%
CC(C)CC(=O)NCCC1CCN(C(=O)Nc2cc(F)cc(F)c2)CC1	-13.9%
COc1ccc(-n2ncc3c2ncn2nc(COc4ccc(Cl)cc4)nc32)cc1	0.6%
CC(=O)Nc1cccc(-c2ccc3ncn(-c4ccc(F)cc4F)c(=O)c3n2)c1	-16.9%[86.2 µM]
CCOCCCNC(=O)N1CCC(N2CC3CC(C2)[C@H]2CCCC(=O)N2C3)CC1 (stereo partly specified)	-5.9%
O=C(NCCSC1CCCC1)c1ccncc1	-4.8%
COC(=O)c1sccc1S(=O)(=O)N1CCN(c2ccc(C)cc2C)CC1	-11.6%
O[C@H]1CC[C@@H](Cc2cc(-c3ccc(F)cc3)on2)O[C@@H]1CNCc1ccccn1	214.5%[activator][86.2 µM]
Cc1ccc(NC(=O)CSc2nnc(-c3cccs3)n2-n2cccc2)c(C)c1	-23.2%
CC(C)(C)NC(=O)c1cccc(NC(=O)c2ccc(Cl)c(Cl)c2)c1	-7.1%
COCCN1C(=O)c2ccccc2C(C(=O)Nc2nc3c(s2)CCC3)C12CCCCC2 (stereo unspecified)	?
CC1(C2CC2)NC(=O)N(CC(=O)Nc2cnc3ccccc3c2)C1=O (stereo unspecified)	-20.2%
O=C1NC(C(=O)N2CCCCC2)Cn2cccc21 (stereo unspecified)	-11.0%
Cc1ccc(-c2nc3ccccc3s2)cc1NC(=O)COc1ccccc1	-23.2%
COc1ccc(/C=N\Nc2ncc(F)c(N3CCOCC3)n2)cc1OC	-3.8%
CCCn1c(=NC(=O)c2cc3ccccc3o2)c(C(=O)OCC)cc2c(=O)n3ccccc3nc21	?
COc1ccc(-c2cn3c(C)c(C(=O)Nc4cc(C)cc(C)c4)sc3n2)cc1	?
CC(=O)c1ccc(OCc2cc(C(=O)N3CC[C@@H]4CCCC[C@H]4C3)no2)cc1	-5.1%
O=C(Nc1c(C(=O)N2CCN(c3ccccc3F)CC2)oc2ccccc12)c1c(F)cccc1F	?
Cc1cc(F)ccc1-c1[nH]nc2ncc(-c3cn[nH]c3)nc12	28.2µM*
CC(=O)NCCNC(=O)Cc1nc(-c2ccccc2)oc1C	12.4%
CCN1CCN(c2ccccc2NC(=O)c2ccc(NC(=O)c3ccco3)s2)CC1	-1.7%
CC(C)CN1C(=O)c2cccn2CC1CNC(=O)C1(c2ccccc2)CC1 (stereo unspecified)	15.2%
O=C(NC1CCCCC1)C1CCc2sc(C(=O)N3CCCCC3)cc2C1 (stereo unspecified)	2.1%
O=C1NCCCN1C1CCN([S+](=O)([O-])c2cccc(C(F)(F)F)c2)CC1	-9.6%&-1.5%
COc1ccccc1C(=O)NC(=S)Nc1ccc(Cc2ccncc2)cc1	?
O=C([C@@H]1C[C@@H]2C=C[C@H]1C2)N1CCc2c(nc(-c3cccnc3)[nH]c2=O)C1	16.7%
COc1ccc2c(CC(=O)OCc3cc(Cl)c4c(c3)OCCO4)coc2c1	-24.3%
Cc1ccc(C2CCCN2C(=O)CSc2nnnn2C2CC2)cc1 (stereo unspecified)	-0.4%
CCOC(=O)Cc1nnc(Nc2ccc(C(=O)NC)cc2)c2ccccc12	0.4%
CC(C)(C)c1nc2cc(NC(=O)CNC(=O)c3ccc(Br)o3)ccc2o1	15.8%
O=C(O)/C=C/c1ccccn1	-12.6%
O=C1Nc2ccc(-c3ccccc3F)cc2C(=O)N2CCN(C(=O)C3CCNCC3)C[C@H]12	?
O=S(=O)(N[C@@H]1CCOC[C@H]1OCc1ccccn1)c1ccc(F)cc1	-16.7%
O=C(NCC#Cc1ccccc1)C1CCN(C(=O)/C=C/c2ccccc2)CC1	7.2%
CCCNC(=O)N1CCn2nc(C(O)c3ccccc3)cc2C1 (stereo unspecified)	4.6%
COc1ccc(C2Cn3nnc(-c4noc(CC5CCCCC5)n4)c3CO2)cc1 (stereo unspecified)	-29.5%
COc1ccc(-c2cc(-c3cccc4[nH]ncc34)cn3cncc23)cn1	?
CCOc1ccc(CC(=O)NCc2nnc3ccc(-c4ccccc4)nn23)cc1	-4.2%

Arranged by SMILES length (highest first): some entries from above
SMILES	KDM5B inhibitor
O=C(Nc1c(C(=O)N2CCN(c3ccccc3F)CC2)oc2ccccc12)c1c(F)cccc1F	?
CC(=O)Nc1cccc(-c2ccc3ncn(-c4ccc(F)cc4F)c(=O)c3n2)c1	-16.9%[86.2 µM]
COc1ccc2c(CC(=O)OCc3cc(Cl)c4c(c3)OCCO4)coc2c1	-24.3%
CCOC(=O)Cc1nnc(Nc2ccc(C(=O)NC)cc2)c2ccccc12	0.4%

Later entries:
SMILES	KDM5B inhibitor
COCCC1(CO)CCCN(C(=O)c2ccc3c(c2)OCC(=O)N3)C1 (stereo unspecified)	13.6%
CC(=O)N1c2ccc(S(=O)(=O)NCc3ccccc3Cl)cc2CC1C (stereo unspecified)	4.7%
O=[N+]([O-])/C(C(Cl)=C(Cl)Cl)=C(/Sc1ccccc1)N1CCCCC1	-4.3%
O=C(CN1C(=O)C(c2ccccc2)=NC12CCCC2)Nc1cccc(C(F)(F)F)c1	14.5%
COc1ccccc1C(=O)NCC1Cn2cccc2C(=O)N1CC(C)C (stereo unspecified)	-3.0%
O=C(c1cc2ccccc2[nH]1)N1CCC(N2C(=O)C(O)C23CCCCC3)CC1 (stereo unspecified)	19.2%
O=S(=O)(Nc1nc2ccccc2nc1Nc1cccc(F)c1)c1cccc2nsnc12	16.7%
CCn1cc(CN2CCC3(CC2)CN(C)CC3COC)cn1 (stereo unspecified)	25.1µM*
O=C(NCC1CCCO1)c1ccc(-c2nnc(-c3ccccc3)o2)cc1 (stereo unspecified)	-2.9%
COc1ccc(Cl)cc1NC(=O)CCn1nc(-c2cccs2)oc1=O	16.3%
CCN(C(=O)COC(=O)CSc1ccc(C)cc1C)c1c(N)n(Cc2ccccc2)c(=O)[nH]c1=O	37.8%[activator]
CC1CCc2c(sc(NC(=O)CCCOc3ccc(C(C)(C)C)cc3)c2C(N)=O)C1 (stereo unspecified)	-8.7%
COc1nccnc1NC1CCN(C(=O)c2ccc3[nH]ccc3c2)CC1	?
CCCN(C(=O)c1cc2c(=O)oc3ccccc3c2s1)c1ccc(CC)cc1	-25.6%
O=C(C1CCCC1)N1Cc2ccccc2CC2(CCCN2Cc2cccnc2)C1 (stereo unspecified)	-10.5%[115 µM]
Cc1c2occ(C(C)(C)C)c2cc2c3c(/c(=N\O)oc12)CCCC3	-15.1%
CCCC(=O)N1C[C@@H]2CCCN3CCC[C@@H]([C@H]23)[C@H]1CCCC(=O)N1CCOCC1	-19.1%
Cc1cc(C)n(-c2nc(C)c(C)c(=O)n2CC(=O)Nc2cccc([N+](=O)[O-])c2)n1	-9.4%
CCn1c(C(=O)NCc2ccccc2)cc2sc(Cl)cc21	-16.9%
CSc1cccc(-n2ccnc2-c2cc3n(n2)CCCNC3)c1	12.0%
Cc1cc(C)c(NC(=O)CSc2cn(CC(=O)N3CCOCC3)c3ccccc23)c(C)c1	?
COc1cccc(NC(=O)CSc2nnnn2C2CCCCC2)c1	-2.0%
CCn1ccc(C(=O)N2CCCC3(C2)Nc2cccnc2NC3=NCc2ccccc2)n1 (stereo unspecified)	28.2µM*
CCOC(=O)C(CC)n1cnc2c(nnn2-c2cccc(OC)c2)c1=O (stereo unspecified)	-19.1%
O=C(N[C@@H]1C[C@H](Cn2cc(-c3cccnc3)nn2)[C@@H](O)[C@H]1O)C1CCCC1	?
CC(C)CCn1c(NCCO)nc2c1c(=O)n(C)c(=O)n2C	-7.8%
O=C1CO[C@H]2CN(Cc3ccncc3)C[C@H]2N1Cc1ccc(F)cc1	35.5µM*
Cn1c(=O)c2c(nc(SCC(=O)Nc3ccc(F)cc3)n2C)n(C)c1=O	-2.5%
CCOC(=O)c1ccc(NC(=O)CCc2c(C)nc3c(-c4ccc(F)cc4)c(C)nn3c2C)cc1	-13.6%
Cc1ccncc1C(=O)N1CCn2c(nnc2[C@@H]2C[C@@H](O)CN2Cc2ccccc2)C1	?
CN(Cc1ccccc1)c1nc2c(S(=O)(=O)c3cccc(Cl)c3)nnn2c2ccsc12	0.0%
O[C@]12CCNC[C@H]1CN(Cc1cccc(N3CCOCC3)c1)CC2	?
CCN1C(=O)CCN(C(=O)Cc2cccc(F)c2)CC12CCOCC2	7.1%
COc1ccc(C2c3c(oc4ccc(F)cc4c3=O)C(=O)N2Cc2ccc3c(c2)OCO3)cc1 (stereo unspecified)	0.0%
CCNc1c(NC(=O)Nc2cc(OC)cc(OC)c2)c(=O)oc2ccccc12	?
O=C(c1nccc2ccccc12)N1CCN(C(=O)N2CC3CC(C2)[C@H]2CCCC(=O)N2C3)CC1 (stereo partly specified)	-5.1%
COc1ccc(Cl)cc1-c1nc(SCC(=O)NC(C)C(C)C)n[nH]1 (stereo unspecified)	-7.6%
Cc1nnc(C)n1-c1ccc(C(=O)Nc2cccc(Br)c2)cc1	7.9%
Cc1cccc(C)c1NC(=O)CCSCCc1ccccn1	-0.2%
CCN(CC)c1sc(S(=O)(=O)c2ccc(C)cc2)nc1S(=O)(=O)c1ccc(C)cc1	-19.5%
Cc1ccc2c(=O)cc(C(=O)Nc3ccc(S(=O)(=O)N4CCCC(C)C4)cc3)oc2c1C (stereo unspecified)	19.1%&-13.7%
C=CCn1c(N2CCN(c3ccccc3)CC2)nc2c1c(=O)n(C)c(=O)n2C	18.1%
Cc1nc(C2CC(O)C2)cc(N(C)Cc2ccc3c(c2)OCO3)n1 (stereo unspecified)	-6.4%
COc1ccc(/C=C(/C#N)c2nc(-c3ccc(-c4ccccc4)cc3)cs2)cc1OC	?
Cc1ccc(C2Cn3nnc(C(=O)N4CCC(C(=O)NCc5ccccc5F)CC4)c3CO2)cc1 (stereo unspecified)	7.7%
COCc1nc(C2CC(N)C2)cc(N(C)CCN2CCCCC2=O)n1 (stereo unspecified)	?
CCCOC(=O)c1cccc(NC(=O)c2c(-c3ccccc3Cl)noc2C)c1	-24.3%
CNC(=O)CCn1ncc2cc(OCc3ccccc3-c3ccc(F)c(Cl)c3)ccc21	?
COc1ccc(-c2nc(C3CC(=O)N(c4ccc(OC)c(OC)c4)C3)no2)c(C)c1 (stereo unspecified)	2.6%
CCc1ccccc1NC(=S)NCC1CCN(c2ccc(OC)cc2)C1 (stereo unspecified)	?
COc1ccccc1N1CCN(CC(=O)c2cc(C)n(C3CCS(=O)(=O)C3)c2C)CC1 (stereo unspecified)	-27.8%
Cc1c(O)ccc2c(CN3CCN(c4ccccc4)CC3)cc(=O)oc12	-26.2%
CCn1ccnc1CN(C)Cc1cccc(OCC(O)CN(C)C2CCCCC2)c1 (stereo unspecified)	?
C/C(=N\NC(=O)c1ccccc1N)c1ccc(NC(=O)Cc2ccccc2)cc1	?
CCc1nnc(NC(=O)CCc2ncc(-c3ccccc3)o2)s1	10.7%
COC(=O)c1scc(-c2ccc(C)cc2)c1S(=O)(=O)Nc1ccc(N(C)C)cc1	?
COC(=O)c1sccc1S(=O)(=O)N1CCN(c2cccc(C)c2)C(C)C1 (stereo unspecified)	-11.3%
COc1ccc(NC(=O)CSc2nc3cc(OC)c(OC)cc3c3nc(-c4ccccc4)nn23)cc1Cl	-8.6%
O=C(NCc1cccc(F)c1)c1ccc(NC(=O)c2nsc3ccccc23)cc1	?
Cc1oc(-c2ccccc2)nc1Cn1nnc(C(=O)Nc2ccc3c(c2)OCCO3)c1N	-5.0%

Shown with each value named: entries from further up.
COC(=O)c1sccc1S(=O)(=O)N1CCN(c2cccc(C)c2)C(C)C1 (stereo unspecified)
  KDM5B inhibitor: -11.3%
COc1ccccc1N1CCN(CC(=O)c2cc(C)n(C3CCS(=O)(=O)C3)c2C)CC1 (stereo unspecified)
  KDM5B inhibitor: -27.8%
Cc1ccc(C2Cn3nnc(C(=O)N4CCC(C(=O)NCc5ccccc5F)CC4)c3CO2)cc1 (stereo unspecified)
  KDM5B inhibitor: 7.7%
Cc1oc(-c2ccccc2)nc1Cn1nnc(C(=O)Nc2ccc3c(c2)OCCO3)c1N
  KDM5B inhibitor: -5.0%

Carrying on.
SMILES	KDM5B inhibitor
CC[C@@]1(C(=O)O)C[C@H](C(=O)NCc2ccncc2)[C@H](c2ccc(OC)cc2)N1C	?
COc1cccc(C(=O)N2CCC(N3C[C@H](O)C[C@H]3C(=O)NC3CC3)CC2)c1	4.6%
O=C(c1ccccc1)C1CCN(C(=O)c2cccs2)CC1	7.3%
Cc1cccc2cc(CN(Cc3ccccc3)C(=O)C(C)C)c(=O)[nH]c12	-10.3%
CCCNC(=O)N1CCC(n2c(C)cnc2C2CC2)CC1	-4.2%
O=C(Nc1cccc(Cl)c1)C1CCN(C(=O)c2ncn3c2COC(c2ccc(F)cc2)C3)CC1 (stereo unspecified)	-0.1%
COc1ccc(CCNC(=O)Cn2c(=O)n(-c3ccc(C)c(C)c3)c(=O)c3c(C)c(C)sc32)cc1OC	9.1%
COc1ccc(NC(=O)CN(C)S(=O)(=O)c2ccc(Br)s2)cc1OC	-6.7%
Cc1ccc(Oc2nc3ccccn3c(=O)c2/C=C(\C#N)c2nc3ccccc3s2)c(C)c1	?
O=C(CN1C(=O)COc2ccc(S(=O)(=O)N3CCCC3)cc21)N1CCN(c2ccc(F)cc2)CC1	-59.2%
O=c1oc2ccc([N+](=O)[O-])cc2cc1-c1csc(Nc2ccccc2)n1	10.8%
COc1ccc2ccc(OC(=O)/C=C/c3csc(C)n3)cc2c1	-23.4%

By substructure, the compounds so far with bromine.
SMILES	KDM5B inhibitor
CC(C)(C)c1nc2cc(NC(=O)CNC(=O)c3ccc(Br)o3)ccc2o1	15.8%
Cc1nnc(C)n1-c1ccc(C(=O)Nc2cccc(Br)c2)cc1	7.9%
COc1ccc(NC(=O)CN(C)S(=O)(=O)c2ccc(Br)s2)cc1OC	-6.7%

Bioassay records from PubChem BioAssay.
